PLC-beta3 inh: human PLC-beta3 inhibitors, primary screen, biochemical, fluorescence; Purified PLC-beta3, fluorogenic substrate; hit rate 0.18% among 370,000; inhibition, % at 12.2 µM; AID 720704, 2013; in the data active = inhibition above about 11%;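 note: 0% = median of compound wells on plate and 100% = full blocker control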
SIAE primary: human SIAE inhibitors, primary screen, biochemical, fluorescence polarization, FP-Rh probe, 1536-well HTS; Sialate O-acetylesterase (Homo sapiens), Q9HAT2; SIAE FP-Rh probe binding; inhibition, % at 9.66 µM; hit rate 0.69% among 370,000; AID 1053197, 2014;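 active = inhibition above a cutoff: mean of compounds within the control limits plus 3 SD of those, cut at about 17% in these data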;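 note: 0% = plate median of compound wells and 100% = probe without SIAE protein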
Tn7 DDE FP: inhibitors of Tn7 peptide binding to fibrin DD(E), primary screen, biochemical, fluorescence polarization, human fibrin, Tn7 probe; inhibition, % at 8.3 µM; AID 720508, 2013; hit rate 0.13% among 370,000; FP displacement of FITC-Tn7 peptide from fibrin DD(E); 0% = median of compound wells per plate;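 active = inhibition above the mean of compounds falling within the control limits plus 3 SD of them, cut at about 14% in these data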;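 note: 0% = plate median of compound wells and 100% = 10 µM Aha-Tn7 peptide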
Target sequence (P02675 whole entry, looked up): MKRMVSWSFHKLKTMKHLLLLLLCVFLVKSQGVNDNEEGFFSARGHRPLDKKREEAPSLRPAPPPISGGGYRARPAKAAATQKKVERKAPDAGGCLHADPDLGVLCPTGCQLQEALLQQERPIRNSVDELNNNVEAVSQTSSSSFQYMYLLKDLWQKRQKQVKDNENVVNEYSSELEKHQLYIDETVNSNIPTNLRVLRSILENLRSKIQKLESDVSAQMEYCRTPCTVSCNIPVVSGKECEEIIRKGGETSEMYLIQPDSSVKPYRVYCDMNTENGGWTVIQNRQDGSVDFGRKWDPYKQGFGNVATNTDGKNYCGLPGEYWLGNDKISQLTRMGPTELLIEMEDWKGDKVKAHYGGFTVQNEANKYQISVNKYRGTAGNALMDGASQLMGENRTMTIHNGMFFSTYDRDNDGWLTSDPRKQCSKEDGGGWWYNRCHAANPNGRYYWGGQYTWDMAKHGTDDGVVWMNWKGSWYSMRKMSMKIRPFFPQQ
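Test system – human fibrin DD(E) · Times – 10 min preincubation, 3 h with tracer, room temperature · Detection – fluorescence polarization of the labelled Tn7 tracer · Measure – percent inhibition normalized to high-control wells · Benchmarks – high control wells with 10 µM unlabelled Aha-Tn7 peptide (full inhibition) · Repeats – singlicate testing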
ADAM17 inh: ADAM17 inhibitors, primary screen, biochemical, QFRET | Disintegrin and metalloproteinase domain-containing protein 17 (Homo sapiens), P78536 | recombinant ADAM17, EDANS/DABCYL FRET peptide cleavage | inhibition, % at 6.95 µM | hit rate 0.83% among 370,000;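 active = inhibition above the mean of compounds lying between control limits plus 3 SD, set per campaign, cut at about 8.5% in these data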;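 note: 0% = DMSO-only wells as the low control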
ARFGAP1 inhibitor: inhibitors of rat ARFGAP1 GAP activity, primary screen, biochemical, fluorescence polarization, GDP tracer | Arfgap1-stimulated ARF1 GTP hydrolysis, GDP FP detection | inhibition, % at 16.5 µM | hit rate 0.26% among 360,000;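 active = inhibition above a per-plate limit, mean inhibition of low control wells plus 3 SD, cut at about 25% in these data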;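 note: 0% = DMSO wells with enzyme and 100% = wells lacking Arfgap1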
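Material: rat Arfgap1 GAP domain (His6, aa 1-136), purified enzyme. Also added: human ARF1(Δ1-17)-GTP substrate. Compound dosing: 16.5 µM single point, 1.26% DMSO. Timing: enzyme reaction 120 min at 25 °C after 20 min preincubation. Signal: GDP detection by fluorescence polarization. Read-out basis: percent inhibition of GAP-stimulated GDP formation, scaled between DMSO and no-Arfgap1 medians.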
PLC-gamma1 inh: PLC-gamma1 enzyme inhibitors, primary screen, biochemical, fluorescence, purified enzyme; 1-phosphatidylinositol 4,5-bisphosphate phosphodiesterase gamma-1 (Homo sapiens), P19174; fluorogenic substrate; inhibition, % at 12.2 µM; hit rate 0.84% among 370,000; AID 720700, 2013; in the data active = inhibition above about 9.5%
ADAM10 inh: human ADAM10 inhibitors, primary screen, biochemical, QFRET, HTS. AID 720582, 2013. hit rate 0.62% among 370,000. inhibition, % at 7 µM. recombinant ADAM10, EDANS/DABCYL FRET peptide cleavage, 3 h;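 active = inhibition above a per-campaign cutoff equal to the mean of compounds falling between control-based bounds plus 3 SD, cut at about 20% in these data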;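 note: 0% = DMSO wells while the 100% control is not disclosed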
Target sequence (O14672 214-748 limits assumed): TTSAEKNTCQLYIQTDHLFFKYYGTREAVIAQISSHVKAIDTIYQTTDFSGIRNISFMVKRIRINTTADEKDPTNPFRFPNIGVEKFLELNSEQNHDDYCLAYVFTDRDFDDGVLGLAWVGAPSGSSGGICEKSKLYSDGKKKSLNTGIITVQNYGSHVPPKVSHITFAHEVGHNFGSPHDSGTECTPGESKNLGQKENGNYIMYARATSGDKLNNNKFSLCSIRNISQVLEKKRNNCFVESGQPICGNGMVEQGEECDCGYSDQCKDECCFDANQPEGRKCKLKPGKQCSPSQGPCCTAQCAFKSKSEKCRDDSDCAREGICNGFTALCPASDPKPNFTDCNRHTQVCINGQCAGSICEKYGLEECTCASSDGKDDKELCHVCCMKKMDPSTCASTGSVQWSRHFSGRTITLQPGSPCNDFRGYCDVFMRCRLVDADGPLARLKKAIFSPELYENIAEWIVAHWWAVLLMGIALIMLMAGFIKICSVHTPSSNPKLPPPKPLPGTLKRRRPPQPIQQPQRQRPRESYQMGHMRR
DDE Tn6 FP inh: inhibitors of Tn6 peptide binding to fibrin DD(E), primary screen, biochemical, fluorescence polarization, human fibrin, Tn6 probe; Fibrinogen beta chain (Homo sapiens), P02675; inhibition, % at 8.3 µM; Fibrin DD(E) TRITC-Tn6 fluorescence polarization displacement; hit rate 0.21% among 370,000;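 active = inhibition above a per-campaign cutoff: mean of compounds within control limits plus 3 SD, cut at about 15% in these data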;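 note: 0% = median of all compound wells on the plate and 100% = blocking peptide control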
TDP2 inh: human TDP2 enzyme inhibitors, primary screen, biochemical, epi absorbance, recombinant enzyme; Tyrosyl-DNA phosphodiesterase 2 (Homo sapiens), O95551; T5PNP hydrolysis, p-nitrophenol absorbance 415 nm; inhibition, % at 12.8 µM; hit rate 0.34% among 370,000; AID 720702, 2013;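 active = inhibition above the mean of all tested compounds plus 3 SD, set per campaign, cut at about 25% in these data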;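 note: 0% = DMSO with enzyme and 100% = buffer with substrate but no TDP2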
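Assay system: recombinant human TDP2 / Reagent: T5PNP substrate at 5 mM, a TopII-DNA adduct mimic / Measured by: epi absorbance from released p-nitrophenol / Evaluation: % inhibition relative to enzyme-containing and enzyme-free wells / Control set: enzyme-free and DMSO wells / Replicates: each compound tested once, singlicate / Schedule: enzyme reaction with compound for 2 h at 37 °C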
ASAP1 GAP inh: inhibitors of human ASAP1 ArfGAP activity, primary screen, biochemical, fluorescence polarization; Arf-GAP with SH3 domain, ANK repeat and PH domain-containing protein 1 (Homo sapiens), …; ASAP1-stimulated ARF1 GTP hydrolysis, GDP FP detection; inhibition, % at 16.5 µM; hit rate 0.19% among 360,000; AID 624377, 2012; in the data active = inhibition above about 25%;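 note: 0% = vehicle with enzyme and substrate and 100% = no enzyme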
* = called active by the depositor; i = inactive. The order is random. About 3.6% of those tested had a hit in this group.

Values in the order – PLC-beta3 inh, SIAE primary, Tn7 DDE FP, ADAM17 inh, ARFGAP1 inhibitor, PLC-gamma1 inh, ADAM10 inh, DDE Tn6 FP inh, TDP2 inh, ASAP1 GAP inh
COC(=O)CSc1nc(COc2ccccc2)nc2ccccc12
→ -6, -5, 4, -2, 0, -9, 4, 0, -11, -8
CCOC(=O)c1sc(NC(=O)c2cncc(Br)c2)nc1C
→ 6, -2, -3, 0, -6, 5, 0, -1, -4, 1
COc1ccc(OC)c(CN2CCN(Cc3cccc4ccccc34)CC2)c1
→ -1, 1, 5, 1, -3, 7, 3, 2, -7, 3
O=C(CC1CCCCC1)N1CCC(c2nc(-c3ccc(S(=O)(=O)N4CCCC4)cc3)no2)CC1
→ -8, -5, 1, -3, -1, -1, 0, 2, -2, -4
COc1ccccc1OCCNC(=O)c1ccc2c(c1)OCCO2
→ -6, 3, -1, -3, 4, 5, -7, -6, -2, -12
Cc1c(Cc2ccccc2)c(=O)oc2c(C)c(OCC(=O)NCC3CCC(C(=O)O)CC3)ccc12 (stereo not drawn)
→ -4, 2, 5, -42, -8, -1, -152, 4, 0, -11
Cc1nc(Nc2ccc3c(c2)OCCO3)c2c(C)c(C)sc2n1
→ -4, 1, -1, 3, 7, -1, 2, -1, -2, 5
Cc1ccccc1-n1c(Cn2c(=O)sc3ccccc32)nnc1SCC(=O)N1CCCC1
→ 5, -1, 1, -1, -23, 1, -4, 2, 0, -4
COc1ccc(CN(C2CCCC2)S(=O)(=O)c2cc(Br)ccc2Br)c(OC)c1
→ 2, -4, 11, -2, -15, 1, -2, 0, 5, 5
COc1ccc(CN2C(=O)c3ccccc3C2C(=O)NCCc2ccccc2)c(OC)c1 (stereo not drawn)
→ -1, 2, 4, 3, 3, 4, 9, -6, -11, 4
N=C1/C(=C\c2coc3ccccc3c2=O)C(=O)N=C2SC(c3ccncc3)=NN12
→ -181, -102, -7, -54, -1, -116, -132, -22, 10, -10
Cc1ccc(-c2cc(C(F)F)nc(NCc3cccnc3)n2)cc1
→ -28, -4, 1, -33, 0, -25, -115, -1, -2, -1
CCOC(=O)c1[nH]c2cc3c(cc2c1NC(=O)CN1CCC2(CC1)OCCO2)OCO3
→ i, 3, -5, -372, 14, -435, i, -9, -7, 10
CCCn1c(C(Cc2ccccc2)NC(=O)COC)nc2ccccc21 (stereo not drawn)
→ 0, 2, -1, 4, 5, 0, -6, 1, -6, -3
C=CCOc1ccc(C=CC(=O)c2c(O)c(OC)c(OC)c(OC)c2OC)cc1
→ -10, 9, 6, -2, -7, -6, -8, 7, 1, -8
COC1C(OC(=O)/C=C/C=C/C=C/C=C/C(=O)O)CCC2(CO2)C1C1(C)OC1CC=C(C)C (stereo not drawn) (tested in a mixture with another compound)
→ -7, -1, 6, 2, 0, -3, 6, 0, -13, -7
CC(=O)/C(CN1CCCCC1)=N\O
→ -3, 7, 2, -4, 10, 2, -6, 6, -7, -4
O=C(c1ccc2c(c1)N(Cc1ccccc1)C(=O)CS2)N1CCOCC1
→ -2, -11, 0, -4, -4, 0, 1, -6, -13, -8
CC(NC(N)=O)C(=O)OCc1ccc(Cl)cc1Cl (stereo not drawn)
→ 1, 0, 2, -3, -1, 2, 5, 3, 5, -2
O=S(=O)(Nn1c(O)c(C=C2N=c3ccccc3=N2)sc1=S)c1ccccc1
→ -48, -5, -4, -14, 8, -30, -25, -1, 8, -3
Cc1ccc(N2CCN(S(=O)(=O)c3ccc4c(c3)NC(=O)C(C)C(=O)N4)CC2C)cc1 (stereo not drawn)
→ 6, 5, 8, 1, -6, 2, 1, -15, -7, -4
C=CCNCC(=O)Nc1ccccc1SCC(=O)Nc1ccsc1C(=O)OC
→ 3, -2, 10, -1, -7, 1, -4, -7, 3, -10
O=C(CC1S/C(=N\S(=O)(=O)c2ccccc2)N(c2ccccc2)C1=O)Nc1ccc(F)cc1 (stereo not drawn)
→ 1, -7, 2, 2, 2, 1, 7, -7, -9, 0
COc1ccc(NC(=O)CSc2nnc(NC(=O)C3CC3)s2)cc1OC
→ -1, 1, 11, 1, 8, 2, -37, 0, 16, -7
NC(=O)c1ccc(=O)n(Cc2ccc(F)c(F)c2)c1
→ -8, -7, 2, -6, -1, 3, -1, 2, -16, 7
O=C(Nc1nnc(S(=O)(=O)N2CCOCC2)s1)c1cccc(Br)c1
→ -34, -5, -7, 0, -2, -24, -2, 2, -2, 0
O=C(CN1C(=O)c2ccccc2S1(=O)=O)Nc1cccc(S(=O)(=O)N2CCCCC2)c1
→ -3, -10, -1, -1, -20, 5, 11, -8, -5, -7
Cn1c(=O)n(C)c2cc([N+](=O)[O-])c(N3CCN(C(=O)c4cccc(F)c4)CC3)cc21
→ -1, 10, -4, -7, 6, -5, -10, -2, 1, -11
O=C(NNC(=O)c1ccc(S(=O)(=O)N2CCCC2)cc1)c1ccc(Br)cc1
→ -3, 2, -2, 2, 8, 5, 5, -6, -9, -9
CCOC(=O)CN(C(=O)CSc1nnc2c(n1)[nH]c1ccc(OC)cc12)c1ccc(F)cc1
→ 0, -6, 6, -2, 5, 0, 9, 14, 1, 5
CCN(CC)S(=O)(=O)c1ccc(N2CC(C(=O)Nc3cccc(C(=O)NC4CC4)c3)CC2=O)cc1 (stereo not drawn)
→ -10, -7, -1, -4, -1, -2, -12, 0, 3, 5
Cc1cccc(NC(=O)C2CCN(S(=O)(=O)c3ccc(Cl)cc3)CC2)n1
→ -1, 13, 6, 0, -14, 0, 7, 17*, 4, -1
CCn1c(C)[n+](CC)c2ccc(S(=O)(=O)NC)cc21
→ 2, 4, -5, -1, 12, -2, 4, -4, -3, 8
COc1ccc(OC)c(-c2nn(-c3ccccc3)cc2C(=O)N2CCc3ccccc3C2)c1
→ -2, -2, 0, 3, 4, 8, 10, -10, 2, 0
Cc1ccc(S(=O)(=O)N2CCCCC2)cc1NC(=O)CN1C(=O)c2ccccc2S1(=O)=O
→ -5, 2, 3, -5, -8, 0, -10, -12, 6, 4
COC(=O)c1ccc(N2CCOCC2)c(NC(=O)c2cc3ccccc3o2)c1
→ -7, 3, 4, 0, -9, -1, 1, -4, -4, -6
O=C(NCc1cccnc1)Nc1ccc(Cl)c(Cl)c1
→ -2, -10, 4, 2, -2, 9.6*, 12, -3, -18, 7
CCN(CC)c1nc(NNC(=O)c2ccccc2)nc(N(CC)CC)n1
→ 5, 1, -3, 3, 17, 3, 11, -6, -7, 0
CCOC(=O)c1ccccc1NC(=O)C1COc2ccccc2O1 (stereo not drawn)
→ 2, 0, -6, 0, 8, 0, 11, 5, 3, -14
COc1ccc2c(c1)c(C(=O)N/N=C/c1ccccc1Cl)c(C)n2C
→ -14, 3, 3, 4, 4, -3, 6, 9, -4, -2
N#C/C(=C\c1c(N2CCCCC2)nc2ccccn2c1=O)S(=O)(=O)c1ccccc1
→ -39, -8, -1, -1, -7, -19, 4, -2, 8, -3
CCOC(=O)c1sc2nc(CC(=O)OC)nc(NCCN(CC)CC)c2c1C
→ -28, 6, 1, -105, 6, -19, -338, 7, 9, -8
Cc1ccc(NC(=O)CCS(=O)(=O)c2cccc3nonc23)cc1
→ -4, -2, 1, -2, -8, 0, 4, 6, 5, -11
COc1ccc(CC2(CO)CCN(Cc3cccnc3)CC2)cc1
→ 0, 0, -2, -2, -5, -2, -7, -1, 4, 2
CC(=O)OCC1(O)CC23CCC4c5ccoc5CCC4(C)C2CCC1C3 (stereo not drawn)
→ -1, -7, 2, -10, -3, 2, -9, -3, 3, -8
CN(C(=O)COC(=O)c1cc2c(s1)CCCCC2)C1CCS(=O)(=O)C1 (stereo not drawn)
→ -10, -6, 0, -4, -3, 5, -3, -5, -3, 5
CC1CCCC(C)N1CC(O)Cn1c2ccccc2c2ccccc21 (stereo not drawn)
→ -4, 2, 6, -3, 8, 5, 1, 7, 12, 6
CN1CCC(N(CCc2ccccc2)C(=O)CCC(=O)O)CC1
→ -3, 4, -8, -1, 7, 0, 0, 4, 6, 0

Fetched one by one from above:
Values in the order – PLC-beta3 inh, SIAE primary, Tn7 DDE FP, ADAM17 inh, ARFGAP1 inhibitor, PLC-gamma1 inh, ADAM10 inh, DDE Tn6 FP inh, TDP2 inh, ASAP1 GAP inh
CN1CCC(N(CCc2ccccc2)C(=O)CCC(=O)O)CC1
→ -3, 4, -8, -1, 7, 0, 0, 4, 6, 0
Cc1nc(Nc2ccc3c(c2)OCCO3)c2c(C)c(C)sc2n1
→ -4, 1, -1, 3, 7, -1, 2, -1, -2, 5
O=C(NNC(=O)c1ccc(S(=O)(=O)N2CCCC2)cc1)c1ccc(Br)cc1
→ -3, 2, -2, 2, 8, 5, 5, -6, -9, -9

Compound activity (PubChem BioAssay)
